Source: PubChem
CBFb-RUNX1 inh: blocks binding between human CBF-beta and RUNX1 | Q01196+Q13951 | AlphaScreen CBFb-His/RUNX1-biotin binding, biochemical | Potency, µM (highest dose often 59.8 µM), inactives show at the highest dose activity, negative = inhibition, hits mostly inhibitors | 230,000 tested, under 10 active; note: % of control where 0% means no effect
Target sequence (Q01196 whole entry, looked up): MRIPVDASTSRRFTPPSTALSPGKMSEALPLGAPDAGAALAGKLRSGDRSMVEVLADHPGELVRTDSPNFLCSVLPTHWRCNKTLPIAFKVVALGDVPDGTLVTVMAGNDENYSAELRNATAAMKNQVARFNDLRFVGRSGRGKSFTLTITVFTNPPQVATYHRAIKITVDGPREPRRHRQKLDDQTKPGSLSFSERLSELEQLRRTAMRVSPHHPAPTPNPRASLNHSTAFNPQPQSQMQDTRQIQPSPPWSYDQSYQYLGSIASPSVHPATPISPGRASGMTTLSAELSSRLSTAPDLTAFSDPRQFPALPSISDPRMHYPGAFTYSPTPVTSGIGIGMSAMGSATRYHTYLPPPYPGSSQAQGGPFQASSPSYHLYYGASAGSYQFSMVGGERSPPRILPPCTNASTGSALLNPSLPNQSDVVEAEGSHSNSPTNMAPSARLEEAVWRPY
Target sequence (Q13951 whole entry, looked up): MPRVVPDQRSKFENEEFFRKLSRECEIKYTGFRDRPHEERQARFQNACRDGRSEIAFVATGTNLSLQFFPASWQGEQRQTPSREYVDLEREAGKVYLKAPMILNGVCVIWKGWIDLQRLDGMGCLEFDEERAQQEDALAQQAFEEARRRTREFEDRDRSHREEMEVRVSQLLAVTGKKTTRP
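Proteins preincubated together for 20 min at RT before compound addition; 15 min later, nickel and streptavidin beads were added and left 90 min prior to AlphaScreen measurement.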
IMPase Li inh: membrane-permeable IMPase blocker, potentiated with lithium; CHO-M1 cells, IP1 TR-FRET (IP-One), carbachol + lithium; Potency, µM (doses to about 59.4 µM), inactives show at the top dose activity, negative = IMPase inhibition, usual class: inhibitors; 0.35% of 210,000 active;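 note: IP1 builds up when IMPase is blocked and the TR-FRET signal falls; potency is the fitted concentration of half-maximal effect; plate controls were basal vehicle for no effect and high inhibitor control for full effect; nearly all actives have a fitted effect of over 50% in size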
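Concentration–response in CHO-M1 cells, lithium-potentiated; 30 min at 37C. IP1 detected by competitive TR-FRET after 10 min lysis at RT. Hill-fitted AC50.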
HttQ103 aggreg: mutant huntingtin aggregation inhibition | 1.1% of 220,000 active | AID 1688 | Potency, µM (highest dose often 46.1 µM), inactives show at the highest dose activity change, negative = inhibition, most hits filed as inhibitors | PC12 HttQ103-GFP aggregates, Acumen cytometry, 40 h; note: potency is the fitted concentration of half-maximal effect; % is set by controls: 0 for no effect and ±100 for the full control effect; nearly all actives have a fitted effect of over 60% in size
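Compounds (qHTS titration) were added to PC12 cells expressing an ecdysone-driven HTT exon 1 Q103–GFP fusion after induction with 100 nM tebufenozide. Aggregate formation was measured as GFP objects in cell lysates.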
KinaseGlo FLuc: blocks Kinase-Glo luciferase, a counter-screen artifact; Q27757; Kinase-Glo luciferase, ATP luminescence, 8 min; Potency, µM (titrated, usually from 38.3 µM), without a hit: top-dose activity change, negative = inhibition, hits mostly inhibitors; 0.28% of 200,000 active; note: potency is the fitted concentration of half-maximal effect; % is set by controls: 0 for no effect and ±100 for the full control effect; nearly all actives have a fitted effect of over 60% in size
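Luminescence was the read-out, taken after 8-minute incubation at ambient temperature. Luciferase turned over luciferin with 10 uM ATP in imidazole pH 7.2 buffer containing KCl, MgCl2, Tween 20 and BSA.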
NPSR antag: neuropeptide S receptor (human) antagonism, cAMP; Q6W5P4; CHO-NPSR cells, cAMP TR-FRET, antagonist mode; Potency, µM (highest dose often 38.3 µM), for the others: at the top dose activity change, negative = inhibition, usual class: inhibitors; 1% of 220,000 active; AID 1461; note: potency is the fitted concentration of half-maximal effect; % is set by controls: 0 for no effect and ±100 for the full control effect; nearly all actives have a fitted effect of over 50% in size; many of its hits are not listed in these tables
Target sequence (Q6W5P4 whole entry, looked up): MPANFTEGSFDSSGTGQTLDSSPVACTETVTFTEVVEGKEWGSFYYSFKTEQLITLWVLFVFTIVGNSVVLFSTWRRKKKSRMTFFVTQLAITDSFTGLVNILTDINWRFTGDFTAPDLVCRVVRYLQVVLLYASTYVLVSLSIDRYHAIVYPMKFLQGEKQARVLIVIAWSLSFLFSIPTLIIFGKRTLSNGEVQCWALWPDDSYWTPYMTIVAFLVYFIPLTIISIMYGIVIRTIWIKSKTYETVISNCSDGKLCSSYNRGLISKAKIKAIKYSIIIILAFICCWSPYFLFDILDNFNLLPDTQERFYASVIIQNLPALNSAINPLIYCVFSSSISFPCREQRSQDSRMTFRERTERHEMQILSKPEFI
L3MBTL1 block: blocks human L3MBTL1. Q9Y468. AlphaScreen L3MBTL1–H3K9me1 peptide binding. Potency, µM (doses to about 57.1 µM), without a hit: at the top dose activity, negative = inhibition, usual class: inhibitors. 0.66% of 230,000 active; note: potency is the fitted concentration of half-maximal effect; % is set by controls: 0 for no effect and ±100 for the full control effect; nearly all actives have a fitted effect of over 60% in size
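L3MBTL1 50 nM + b-AHA-H3(1-15)K9me1 75 nM, 30 min RT; compound added, 30 min RT; streptavidin donor/Ni-chelate acceptor beads 10 ug/mL each final, 30 min RT dark; AlphaScreen read.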
Epigenetic derep: regulators of epigenetic silencing causing reporter derepression in mouse cells. murine LDR cells, GFP reporter derepression, 30 h. Potency, µM (doses to about 53.9 µM), for inactives: at the top dose GFP activation, actives largely listed as activators. 0.2% of 280,000 active; note: potency is the fitted concentration of half-maximal effect; % of control where 0% means no effect; nearly all actives have a fitted effect of over 60% in size
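Derepression of a silenced CMV-GFP reporter in murine LDR cells is scored by enumerating GFP-positive cells with a laser-scanning microplate cytometer after 30 hours of treatment at 37 C.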
Starred values were filed as active, the others as inactive; u = inconclusive; x = no result given; & = joins results of further samples; [ ] = dose if it differs, or a comment. Calls come from the whole dose curve; as a rule, active = well fitted curve in the direction sought with a large enough effect; inconclusive = small, poorly fitted or top-dose-only effect, or another doubt; inactive = no such curve, though single readings can be large; an effect the other way counts as inactive or inconclusive.

Fields: CBFb-RUNX1 inh	KinaseGlo FLuc	IMPase Li inh	HttQ103 aggreg	L3MBTL1 block	NPSR antag	Epigenetic derep
- O=C(Nc1ccc2cn[nH]c2c1)c1c(Cl)cccc1Cl
    -3%	2%	2%	-15%	10%	-10%[46.1 µM]	0.0%
- Cc1cc(C)c2c(N)c(C(=O)N/N=C/c3cccs3)sc2n1
    19%	x	x	-10%[9.22 µM]	x	-11%	u
- Cn1cnc([N+](=O)[O-])c1Oc1ccccc1
    -3%	2%	-4%	u	13%	11%	4.4%
- CCc1ccc(NC(=O)CSCCN2C(=O)c3ccccc3C2=O)cc1
    -15%	1%	30%[activator]	8%	2%	2%	-1.6%
- Cc1nc2ccccc2c(=O)n1NC(=O)/C=C/c1ccc(Br)cc1
    0%	-1%	-1%	-2%	-3%	-2%	1.0%
- CCC1Oc2ccccc2N(CC(=O)NCCc2ccc(OC)c(OC)c2)C1=O (stereo unspecified)
    3%	-2%	14%	-6%	-4%	-11%[46.1 µM]	2.8%&0.0%
- O=C1c2nc3cc(-c4ccccc4)[nH]n3c(=O)c2CN1Cc1ccccc1
    8%	x	x	-11%[9.22 µM]	x	-12%	0.0%
- O=C(OCCOCCN=C1NS(=O)(=O)c2ccccc21)C1CC(=O)N(c2ccccc2)C1 (stereo unspecified)
    3%	-3%	24%[38.3 µM]	-12%	x	0%[46.1 µM]	0.0%
- O=C(NC(Cc1ccccc1)c1ccc2c(c1)OCCCO2)c1ccccc1F (stereo unspecified)
    3%	1%	28%[38.3 µM]	-13%	x	-21%[46.1 µM]	-1.1%
- O=C(Nc1cscc1S(=O)(=O)c1ccc(Cl)cc1)c1ccccc1Cl
    u	x	x	5%[9.22 µM]	8%	-32%	1.0%
- CN(CCNC(=O)CCNC(=O)Cn1ccc2ccccc2c1=O)Cc1ccccc1
    6%	x	x	9%	2%	-2%[46.1 µM]	-1.0%
- CCCCOc1ccccc1P(=O)(O)CP(=O)(c1ccccc1)c1ccccc1
    5%	0%	3%[38.3 µM]	-7%	3%	-24%[46.1 µM]	0.0%
- CCCn1cc(S(=O)(=O)CC(=O)N2CCc3ccccc32)c2ccccc21
    4%	-3%	26%[38.3 µM]	5%	0%	-7%[46.1 µM]	0.0%
- CC(=O)C1=C(O)C(=O)N(CC#N)C1c1cccs1 (stereo unspecified)
    6%	0%	-25%[38.3 µM]	-1%	5%	-3%[46.1 µM]	-1.0%
- CCc1nnc(NC(=O)C(CC)c2ccccc2)s1 (stereo unspecified)
    10%	-12%	1%	1%	4%	-5%	-1.0%
- Cc1ccc(C(=O)CC2SC(N)=NC2=O)cc1 (stereo unspecified)
    3%	1%	3%	u	-2%	-5%[46.1 µM]	-6.9%
- O=C(c1cnn(C(=O)c2ccccc2)c1)c1ccccc1O
    3%	-5%	-3%	-31%	11%	-4%	6.0%
- COc1cccc(/C=C2\SC(=O)N(CCC(=O)NNC(=O)c3ccccc3Cl)C2=O)c1
    4%	3%	3%	1%	5%	-29%	1.0%
- CC(=O)Nc1ccc(N2C(=O)CC(c3ccccc3)CC2=O)cc1
    -1%	2%	1%[38.3 µM]	5%	6%	2%[46.1 µM]	-1.2%
- COc1cccc(C(=O)Nc2cccc(C(=O)N3CCOCC3)c2)c1
    6%	3%	16%[38.3 µM]	1%	-1%	0%[46.1 µM]	0.0%
- C=CCn1c(Oc2cc(C)ccc2C)nc2c1c(=O)n(C)c(=O)n2C
    2%	3%	17%[38.3 µM]	u	x	-15%[46.1 µM]	0.0%
- COc1ccc(Cn2c(-c3ccccc3)nc3c(c(=O)c4ccccc4n3C)c2=O)cc1
    0%	-1%	15%	30%	2%	-6%	-0.1%
- COC(=O)/C=c1/sc2nc3ccccc3n2c1=O
    3%	-10%	0%[38.3 µM]	0%	-6%	-17%[46.1 µM]	9.9%
- Cc1nc2nc(SCC(=O)O)nn2c(C)c1Cc1c(F)cccc1Cl
    -27%	x	-3%	7%	x	4%	-1.3%&0.4%
- Cn1nc(C(=O)NC2=NCCS2)ccc1=O
    1%	-2%	26%[38.3 µM]	-2%	x	-3%[46.1 µM]	-0.8%
- CC(C)(C)C1CCc2c(sc3c2C(=O)NC(c2ccco2)N3)C1 (stereo unspecified)
    -7%	1%	5%	-4%	9%	-13%[46.1 µM]	1.7%
- Cc1ccc(NCc2n[nH]c(=S)n2-c2ccccc2)cc1Cl
    -3%	2%	-9%	3%	x	-23%	0.0%
- CCOC(=O)C(NC(C)=O)C(=O)Nc1c(C)cccc1C (stereo unspecified)
    -2%	-1%	2%	-12%[9.22 µM]	-3%	7%	-1.3%
- CSc1c2c(nc3ncnn13)CCC2
    9%	-2%	-3%	-12%	-3%	16%	0.0%
- Cc1cccc(NC(=S)NN2CCN(C)CC2)c1
    5%	-3%	19%[38.3 µM]	-10%	x	29%[46.1 µM]	0.1%
- O=C(CN(CCc1ccccc1)C(=O)CNS(=O)(=O)c1ccccc1)NCC1CCCO1 (stereo unspecified)
    9%	1%	20%[38.3 µM]	-2%	2%	-13%[46.1 µM]	0.4%
- Cn1c(CSCc2ccccc2Cl)n[nH]c1=S
    9%	-1%	6%	17%	45%[activator]	-8%	-1.4%
- CCCCN(C)CCCNC(=O)c1cccc(N2CCCC2=O)c1
    -2%	0%	-11%[38.3 µM]	-4%[9.22 µM]	x	-6%[46.1 µM]	6.1%
- Cc1ccccc1OCCOc1ccc([N+](=O)[O-])cc1/C=N/n1cnnc1
    -3%	x	8%	14%	x	-11%	-0.3%
- Cc1c2c(nc3ccccc13)CCC(C(C)(C)C)C2 (stereo unspecified)
    5%	-1%	21%	16%	27%	u	0.9%
- O=[N+]([O-])c1nn(-c2ccc3c(c2)OCCO3)n(O)c1=NCc1ccc(F)cc1
    12%	-14%	9%	-12%	-25%	-1%	-1.0%
- CCCC(=O)Nc1ccc(S(=O)(=O)N2CCOCC2)cc1
    9%	-3%	2%	11%	-1%	5%[46.1 µM]	-1.2%
- CSc1ncc(CN2CCCC(C(=O)c3ccc(C(C)(C)C)cc3)C2)cn1 (stereo unspecified)
    -4%	-4%	23%	-14%[9.22 µM]	-18%	-24%	0.2%
- CC(C)Cc1nc2n[nH]c(N)c2c2c1COC(C)(C)C2
    3%	-2%	14%[38.3 µM]	-18%	x	7%[46.1 µM]	2.4%
- C(=N\n1cnnc1)/c1ccc2c(c1)OCO2
    -1%	16%	-5%[38.3 µM]	12%	9%	1%[46.1 µM]	1.0%
- Cn1c(=O)c2c(nc(CN3CCN(Cc4ccccc4)CC3)n2Cc2ccccc2)n(C)c1=O
    -1%	2%	20%[38.3 µM]	21%	4%	-2%[46.1 µM]	0.9%
- CCOc1ncnc2c1sc1nc(C)cc(C)c12
    7%	x	x	-7%[9.22 µM]	4%	9%	0.0%
- O=C(O)COc1ccccc1/C=C1\SC(=S)N(c2cccnc2)C1=O
    -22%	x	x	0%[9.22 µM]	-18%	16%	11%
- CCc1nn(C(C)C(=O)N2CCc3ccccc3C2)c(=O)c2cc3occc3n12 (stereo unspecified)
    4%	3%	-3%[38.3 µM]	14%	0%	u	0.5%
- C=CCn1c(CSc2nc3ccccc3s2)nnc1SCC(=O)NCc1ccco1
    -16%	5%	-7%[38.3 µM]	10%	u	-18%[46.1 µM]	-1.1%
- O=C1CC(c2cccc([N+](=O)[O-])c2)c2c(ccc3ccccc23)N1 (stereo unspecified)
    -5%	-4%	12%[38.3 µM]	-1%	-4%	-17%[46.1 µM]	-1.2%
- Cn1c(C(=O)OC(C(=O)NC2CCCCC2)c2cccnc2)cc2sccc21 (stereo unspecified)
    -7%	4%	-1%[38.3 µM]	-10%[9.22 µM]	x	-14%[46.1 µM]	-3.6%
- O=C(CSc1nnc(-c2ccncc2)n1-c1ccc(Cl)cc1)Nc1ccc(C(=O)O)cc1
    7%	1%	-2%	2%	x	8%	-4.0%
- COc1cccc(C(=O)Nc2nnc(C(C)C)s2)c1
    6%	-6%	8%	-11%	-1%	-6%[46.1 µM]	-1.2%
- Cc1nc(-c2ccccc2)nc2[nH]c(=O)n(-c3ccccc3)c(=O)c12
    5%	0%	-7%[38.3 µM]	-18%	x	-8%[46.1 µM]	-1.8%
- O=C(O)Cn1nnnc1SCC(=O)Nc1ccc(OC(F)(F)F)cc1
    8%	x	x	9%	11%	3%[46.1 µM]	0.0%

Part of the list above, as tab-separated lines:
smiles	CBFb-RUNX1 inh	KinaseGlo FLuc	IMPase Li inh	HttQ103 aggreg	L3MBTL1 block	NPSR antag	Epigenetic derep
O=C(Nc1ccc2cn[nH]c2c1)c1c(Cl)cccc1Cl	-3%	2%	2%	-15%	10%	-10%[46.1 µM]	0.0%
Cc1cc(C)c2c(N)c(C(=O)N/N=C/c3cccs3)sc2n1	19%	x	x	-10%[9.22 µM]	x	-11%	u
Cn1cnc([N+](=O)[O-])c1Oc1ccccc1	-3%	2%	-4%	u	13%	11%	4.4%
CCc1ccc(NC(=O)CSCCN2C(=O)c3ccccc3C2=O)cc1	-15%	1%	30%[activator]	8%	2%	2%	-1.6%
Cc1nc2ccccc2c(=O)n1NC(=O)/C=C/c1ccc(Br)cc1	0%	-1%	-1%	-2%	-3%	-2%	1.0%
CCC1Oc2ccccc2N(CC(=O)NCCc2ccc(OC)c(OC)c2)C1=O (stereo unspecified)	3%	-2%	14%	-6%	-4%	-11%[46.1 µM]	2.8%&0.0%
O=C1c2nc3cc(-c4ccccc4)[nH]n3c(=O)c2CN1Cc1ccccc1	8%	x	x	-11%[9.22 µM]	x	-12%	0.0%
O=C(OCCOCCN=C1NS(=O)(=O)c2ccccc21)C1CC(=O)N(c2ccccc2)C1 (stereo unspecified)	3%	-3%	24%[38.3 µM]	-12%	x	0%[46.1 µM]	0.0%
O=C(NC(Cc1ccccc1)c1ccc2c(c1)OCCCO2)c1ccccc1F (stereo unspecified)	3%	1%	28%[38.3 µM]	-13%	x	-21%[46.1 µM]	-1.1%

Not all compounds are listed; rates above refer to the full screens.
